Assay outcomes: PubChem BioAssay, several laboratories
Tat transport = blocks Tat-dependent protein export in E. coli | E. coli MC4100 TorA-mCherry Tat export, fluorescence | inhibition, % at 10 µM | 0.036% of 340,000 active | AID 488895;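 active = mean replicate inhibition at least 50% and at least half of replicates individually reaching 50%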;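 also: exported cargo escapes ClpAP degradation while cytoplasmic cargo is degraded and loses fluorescence; 0% = median of neutral control wells and 100% = median of NaSCN control wells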
Rtt109 HAT inh = C. albicans Rtt109 histone acetyltransferase inhibition. Q5AAJ8. purified Rtt109/Vps75, ThioGlo CoA-SH fluorescence, 4 h. inhibition, % at 34.9 µM. 0.16% of 330,000 active;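 active = inhibition of at least 50% in every replicate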
Target sequence (Q5AAJ8 whole entry, looked up): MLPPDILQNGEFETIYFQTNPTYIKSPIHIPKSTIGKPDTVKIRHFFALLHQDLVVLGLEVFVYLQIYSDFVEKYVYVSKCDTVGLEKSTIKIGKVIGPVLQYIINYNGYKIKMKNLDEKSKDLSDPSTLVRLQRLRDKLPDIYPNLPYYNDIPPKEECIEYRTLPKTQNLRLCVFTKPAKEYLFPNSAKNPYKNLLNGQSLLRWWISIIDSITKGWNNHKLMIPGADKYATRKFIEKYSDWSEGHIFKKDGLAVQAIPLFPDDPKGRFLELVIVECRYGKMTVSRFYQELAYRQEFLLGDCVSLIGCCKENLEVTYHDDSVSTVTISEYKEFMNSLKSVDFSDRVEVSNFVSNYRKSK
AddAB inh = less growth of phage-infected E. coli with AddAB | E. coli expressing H. pylori AddAB, absorbance growth | inhibition, % at 11.9 µM | 0.29% of 330,000 active | AID 435030; in the data active = inhibition above about 12%;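 also: 0% = vehicle wells of infected cells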
DAGLB inh = diacylglycerol lipase beta (human) inhibition; Q8NCG7; HEK293T DAGLB membrane lysate, EnzChek fluorogenic substrate; inhibition, % at 5.17 µM; 0.059% of 340,000 active; AID 504411; in the data active = inhibition above about 34%;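 also: 0% = enzyme with vehicle and 100% = wells lacking enzyme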
Target sequence (Q8NCG7 whole entry, looked up): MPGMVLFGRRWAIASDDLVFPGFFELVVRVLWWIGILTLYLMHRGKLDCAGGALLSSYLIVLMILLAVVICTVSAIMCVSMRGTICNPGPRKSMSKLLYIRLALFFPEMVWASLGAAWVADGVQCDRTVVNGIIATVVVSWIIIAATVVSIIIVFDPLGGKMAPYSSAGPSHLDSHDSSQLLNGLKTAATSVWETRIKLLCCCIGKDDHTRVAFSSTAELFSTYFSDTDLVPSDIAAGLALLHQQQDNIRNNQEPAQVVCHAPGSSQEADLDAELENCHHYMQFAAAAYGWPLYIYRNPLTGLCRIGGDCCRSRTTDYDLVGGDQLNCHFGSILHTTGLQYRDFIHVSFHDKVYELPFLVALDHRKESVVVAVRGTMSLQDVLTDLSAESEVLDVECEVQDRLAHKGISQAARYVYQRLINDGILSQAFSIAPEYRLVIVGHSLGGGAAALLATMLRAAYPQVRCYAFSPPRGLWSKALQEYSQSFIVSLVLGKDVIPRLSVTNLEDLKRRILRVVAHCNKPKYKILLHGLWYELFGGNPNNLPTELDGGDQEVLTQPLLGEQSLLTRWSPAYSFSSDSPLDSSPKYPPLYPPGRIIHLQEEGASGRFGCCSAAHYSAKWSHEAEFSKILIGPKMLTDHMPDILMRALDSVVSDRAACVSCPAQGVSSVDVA
Ecoli viability = counter-screen for AddAB inhibitors: E. coli growth inhibition; E. coli V3065 growth, OD600 absorbance, 18 h; 0.27% of 330,000 active; inhibition, % at 11.9 µM; AID 449728;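 active = inhibition above the campaign's mean inhibition across all tested compounds plus 3 SD, cut at about 9.9% in these data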;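 also: uninfected addAB+ strain grown without phage in ampicillin broth; 0% = DMSO wells and 100% = ciprofloxacin 0.95 µg/ml wells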
PfHsp90 set2 = inhibits growth of yeast expressing Plasmodium falciparum Hsp90; inhibition, % at 9.4 µM; 0.32% of 310,000 active; S. cerevisiae expressing PfHsp90, BacTiter-Glo ATP, 48 h; yeast lacking PDR1 and PDR3 efflux regulators;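 active = every replicate shows inhibition above about 80%, whatever the replicate mean, limit read from the data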;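 also: 0% = DMSO neutral controls and 100% = 20 µM radicicol positive controls; yeast relying on Plasmodium falciparum Hsp90 in place of its own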
phage Ecoli inh = E. coli growth loss with phage present | growth absorbance | 0.26% of 360,000 active | inhibition, % at 11.9 µM; in the data active = inhibition above about 11%
CAL PDZ FP = inhibitors of human CAL PDZ peptide binding. 0.02% of 330,000 active. inhibition, % at 20 µM. purified CAL PDZ, TMR-peptide fluorescence polarization, 1 h;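 active = highest replicate inhibition of at least 40%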;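 also: plate controls were DMSO neutral control wells for no effect and unlabeled competitor peptide control wells for full effect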
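material = purified tagged CAL PDZ domain construct (CerCALP) | buffer or medium = sodium phosphate/NaCl buffer pH 7.4 with TCEP, IgG, Thesit | reagent = TMR-labelled reporter peptide T*-PRC34 bound in PDZ groove | incubation = 1 h room-temperature incubation prior to read | measured by = fluorescence polarization (mP) | evaluation = percent inhibition from loss of millipolarization | control set = unlabelled peptide and DMSO controls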
PvdQ inh = blocks Pseudomonas aeruginosa PvdQ acylase activity; purified PvdQ acylase, fluorescence plate reader; inhibition, % at 10 µM; 0.063% of 340,000 active; AID 488965; in the data active = inhibition above about 30%, passing the limit was not always enough;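 also: 0% = vehicle neutral wells and 100% = reference inhibitor wells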
Wnt bcat act = activators of Wnt/beta-catenin signaling | Wnt/beta-catenin reporter cell assay, activator, plate reader | activation, % at 9.35 µM | 1.2% of 300,000 active; in the data active = activation above about 30%, passing the limit was not always enough;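 also: 0% = neutral control wells and 100% = positive control wells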
* hit, by the source's call; . = not tested or not shown.

SMILES	Tat transport	Rtt109 HAT inh	AddAB inh	DAGLB inh	Ecoli viability	PfHsp90 set2	phage Ecoli inh	CAL PDZ FP	PvdQ inh	Wnt bcat act
CCC(=O)N1c2ccc(S(=O)(=O)N(CCO)Cc3ccccc3)cc2CC1C (stereo not drawn)	4	-5	-0.7	-1	1.3	5	3.3	-1.0	-4	0
CCCCN(C(=O)Cn1nnc2ccccc21)C(C(=O)NCCOC)c1ccc(OC)cc1OC (stereo not drawn)	4	0	1.2	1	-0.4	-70	1.9	-0.1	-13	.
CC(C)N(C(=O)CSc1nnc(NC2CC2)s1)c1ccccc1	0	4	-2.0	1	0.7	-33	1.4	-0.8	-18	-3
COc1ccccc1NC(=O)c1cc(Br)ccc1Cl	7	5	2.2	-7	1.3	0	3.5	-1.6	-2	-1
CC(=O)OC(COc1cccc(C)c1)Cn1cnc2ccccc21 (stereo not drawn)	-12	17	0.7	-4	1.4	.	2.0	-1.3	12	-1
COc1cccc(C(=O)N2CCC(CCC(=O)Nc3cccc(C)c3)CC2)c1	-3	4	0.6	-1	-2.2	16	3.3	-1.7	-11	-11
Cc1ccccc1OCCCC(=O)Nc1nncs1	3	-14	3.9	2	0.8	-26	4.1	-3.9	-13	-1
COc1cccc(CNC(=O)C2CCN(S(=O)(=O)N3CCC4(CC3)OCCO4)CC2)c1	-6	-3	3.7	-1	3.3	4	2.5	-0.8	10	-2
O=C(Nc1ccc(S(=O)(=O)NCc2cccnc2)cc1)c1ccccc1Cl	-7	-4	1.2	2	0.7	-16	2.4	-3.4	-11	-1
CC(C)C[C@H](NC(=O)OC(C)(C)C)c1nnc(SCC(=O)Nc2ccc(Br)cc2)o1	9	-2	0.5	-5	0.2	29	2.6	-0.5	-12	.
COc1ccc(OC)c(NC(=O)C2CCCCC2)c1	5	8	-1.3	0	-2.7	1	1.5	-2.1	0	1
CCc1ccccc1NC(=O)CN(C)C(=O)COc1ccc(C)nc1[N+](=O)[O-]	7	7	2.7	-2	0.5	15	1.5	0.2	6	-3
CCN(CC)CCOc1nc(C)nc2c1oc1ccccc12	-7	-4	-0.1	-1	-0.1	.	0.6	-1.8	-12	.
O=C(OCc1ccccc1)N1C=CC2CC1c1c(Cl)cccc12 (stereo not drawn)	-1	-6	.	-10	.	7	5.5	0.1	-11	-1
CN1CCC/C1=C/C=C1\SC(=S)NC1=O	-12	-4	5.1	-91	-0.2	-2	2.1	-1.3	-9	18
Cn1nnnc1SCC(=O)NCc1cccs1	-4	-10	-0.7	0	-0.2	-62	0.7	-0.7	-5	.
O=C(Cn1ncc(Cl)c(Cl)c1=O)NC1CCS(=O)(=O)C1 (stereo not drawn)	-3	0	-0.1	-1	0.5	-12	-0.5	-1.9	-6	-23
O=C(CN1CCN(C/C=C/c2ccccc2)CC1)NC(=O)NC1CCCCC1	-3	4	2.7	-2	-0.9	-9	1.9	.	-14	-2
COc1cc(C(=O)OCC(=O)c2cc(C)n(CC3CCCO3)c2C)ccc1OCC(=O)N1CCOCC1 (stereo not drawn)	6	.	-0.2	-2	-0.6	2	-0.1	-2.3	3	11
CCN(C(=O)c1cccc(S(=O)(=O)N(C)C)c1)C12CC3CC(CC(C3)C1)C2	-9	7	-0.6	-4	-1.3	-4	3.7	-1.4	6	-2
O=C(COc1ccc(Cl)cc1Cl)N(c1ccccn1)C1CCCCC1	3	1	3.9	-3	0.7	-13	3.5	-0.8	-10	0
O=C(NNC(=O)c1ccccc1-n1cccc1)c1ccc(Cl)cc1Cl	-5	5	2.1	3	0.0	5	-0.5	-1.4	12	.
Cc1ccc(Cl)cc1N1CCN(C(=O)c2ccc3nc[nH]c3c2)CC1	-3	11	3.7	4	1.2	-6	2.8	-2.9	-12	.
O=C(Nc1ccccc1Br)C(=O)N1CCCC1	-6	-6	2.4	-1	3.0	3	3.5	-2.5	-3	.
CC(NC(=O)c1ccccc1Cl)C1COc2ccccc2O1 (stereo not drawn)	1	-1	-0.4	1	-0.9	-8	1.9	-2.1	-11	.
Cc1ccc(C(=O)Nc2ncc([N+](=O)[O-])s2)cc1	-3	-1	-0.2	4	-1.6	1	-1.3	-0.5	-4	-2
Cn1c(=O)c2c(nc(OCC3COC(C)(C)O3)n2Cc2ccccc2F)n(C)c1=O (stereo not drawn)	-3	4	0.6	-1	1.9	-3	3.3	-1.5	-7	.
COC(=O)c1ccc(S(=O)(=O)N2CCc3ccccc32)cc1	-10	-2	-0.8	-5	-1.7	-9	2.0	-1.1	4	0
CCN1CCC(=NNC(=O)c2ccc(C)c([N+](=O)[O-])c2)CC1	-2	7	-0.8	0	0.3	-17	1.8	-2.4	-16	0
O=C(CSc1nnc(-c2ccc(Br)cc2)o1)N1CCN(C(=O)c2ccco2)CC1	-5	-3	2.3	0	-3.7	48	2.5	-3.5	-13	0
O=C(NNC(=O)c1sccc1-n1cccc1)Nc1ccccc1	-12	-1	1.0	1	0.8	26	6.5	-2.8	2	-3
COc1cccc(OC)c1CN(C)C(=O)c1cnccc1C(F)(F)F	.	.	3.1	.	3.4	.	2.2	.	.	2
CCOC(=O)C(=CNNc1c(C)csc1C(=O)OC)C(=O)OCC	-3	1	3.5	1	-1.9	-18	1.9	0.4	-6	-1
O=C(NNC(=O)c1ccco1)c1ccccc1	3	0	3.3	-1	1.4	9	4.0	0.5	-7	-1
CCc1cc2c(=O)n(CCCOC)c(SCC(=O)Nc3oc(C)c4c(C)n[nH]c(=O)c34)nc2s1	-5	4	-1.0	1	-0.2	-15	2.7	-3.3	-15	1
Cc1ccc(C2CC(=O)N(c3ccc(F)cc3)C3=C2C(=O)CCC3)cc1 (stereo not drawn)	0	3	2.7	1	0.3	-19	0.0	-1.5	-16	-2
O=S(=O)(NCC(c1ccc2c(c1)OCO2)N1CCOCC1)c1ccc(F)cc1 (stereo not drawn)	-3	-15	1.8	-1	0.6	-3	0.8	-1.7	-8	0
CSc1ncccc1C(=O)NCC12CC3CC(CC(C3)C1)C2	-4	-8	-1.4	-5	-2.5	17	4.4	-0.9	-10	-4
CC1CCN(C(=O)C2CCN(S(=O)(=O)c3cnc[nH]3)CC2)CC1	8	1	4.6	-3	0.8	-2	1.3	.	-23	-3
CCOc1cccc(-c2nn3c(-c4ccco4)nnc3s2)c1	-7	0	1.9	-1	3.5	15	0.6	-0.8	-9	.
COC(=O)CC1=NN(c2ccc(OC)cc2)C(=O)C1	-2	7	0.3	6	0.4	-1	2.3	-2.4	-14	-2
Cc1c(C)n(C)c2ccc(C(=O)NCCCN3CCN(c4ccc(F)cc4)CC3)cc12	-4	3	3.0	2	0.6	-16	3.4	0.0	9	1
COC(=O)c1ccc(NC(=O)c2ccccc2C(=O)Nc2ccc(C(=O)OC)cc2)cc1	5	-5	-1.3	-5	-0.5	-9	3.8	-0.8	-25	8
O=[N+]([O-])c1ccc(-c2cn(-c3ccccc3)c(=S)[nH]2)cc1	2	.	1.6	7	0.6	-1	3.4	-2.6	6	49*
Cc1ccc(-n2nc3ccc(N)cc3n2)cc1C	13	22	0.7	1	-1.1	-1	1.6	0.4	4	31*
O=c1[nH]c(=O)n(C(c2ccccc2)(c2ccccc2)c2ccccc2)cc1N(CCO)CCO	3	6	.	6	.	-12	2.3	2.2	-3	-2
Cc1sc2ncnc(SCC(=O)N3CCCC3=O)c2c1C	3	-8	0.1	1	0.2	35	2.9	-2.5	-12	0
CS(=O)(=O)N1CCN(C(=O)NC23CC4CC(CC(C4)C2)C3)CC1	9	-4	3.4	0	2.5	-2	3.6	-0.2	-12	-4
COc1cc(OC)c(OC)cc1CN1CCN(Cc2ccc(C(F)(F)F)cc2)CC1	-9	34	-1.0	-2	-0.4	3	-0.1	-2.4	-1	-3
COc1nnc(-c2ccc(C(=O)N3C[C@@H]4C[C@H](C3)c3cccc(=O)n3C4)cc2)c2ccccc12	0	6	.	-3	.	-40	2.0	-0.9	-10	.
Cc1ccc2nc(/N=C(\N)NC(=O)NC3CCCCC3)nc(C)c2c1	3	3	0.0	.	-1.3	11	2.8	-12	-9	-2
Cc1ccc(OCCn2cnc3c2c(=O)n(C)c(=O)n3C)cc1	-6	.	1.7	-5	0.2	-27	3.2	-3.1	-1	1
CCOC(=O)CN1C(=O)C(C)(C)Oc2ccc(C(=O)Nc3ccccc3OC)cc21	2	-7	2.2	-4	-0.2	2	3.4	-1.6	-6	-3
CC(C)C(=O)Nc1nc(-c2ccccc2)ns1	-3	-4	2.1	-2	1.1	8	4.2	-0.5	-6	-5
CCO/C(=C/c1sc2ccc(OC)cc2[n+]1CCCS(=O)(=O)[O-])CC	-6	0	-3.1	1	-2.6	.	1.6	-1.2	-5	-4
C=CCn1c(SCC(=O)Nc2nnc(CC)s2)nnc1-c1cccnc1	-6	-7	2.5	-2	0.8	7	4.8	.	3	.
O=C(O)CN1C(=O)/C(=C\c2cc(Br)ccc2OCc2ccc([N+](=O)[O-])cc2)SC1=S	9	-10	-1.4	19	-0.9	-54	-1.9	-9.8	-4	1
CC(C(=O)NC1CC1)c1ncc(C(F)(F)F)cc1Cl (stereo not drawn)	-4	1	-0.8	-3	-0.9	5	2.7	-0.3	-17	-1
O=C(CSc1ncnc2sc3c(c12)CCC3)N1CCOCC1	0	4	1.1	-1	0.2	6	1.9	-1.2	-11	-2
NC(=O)c1c(NC(=O)CCCC(=O)O)sc2c1CCCCCC2	-4	-5	-2.2	-1	-2.2	10	6.2	-0.9	19	.

The results go on.
SMILES	Tat transport	Rtt109 HAT inh	AddAB inh	DAGLB inh	Ecoli viability	PfHsp90 set2	phage Ecoli inh	CAL PDZ FP	PvdQ inh	Wnt bcat act
CCOc1ccc(NC(=O)c2c(N)n(C)c(=O)[nH]c2=O)cc1	-1	-1	1.8	1	0.7	-31	1.4	0.1	-11	5
CN1CCN(CCC(=O)Nc2cccc(F)c2)CC1	-2	4	1.1	-4	1.1	-20	-1.5	-2.2	-12	.
COC(=O)C1=C(C(=O)OC)[C@]2([C@H]3CCCCN[C@@H](Cc4ccccc4)C(=O)N3Cc3ccccc3)C=C[C@H]1O2	7	-6	5.1	-7	0.7	17	3.5	-0.6	0	-8
C=CCN(c1ccccc1Cl)S(=O)(=O)c1cc(C(=O)N2CCCC2)ccc1Cl	3	7	0.1	1	-1.4	-3	-2.0	-0.3	-4	-4
Cc1ccc(C)c(Nc2nc(N)c3ccccc3n2)c1	-2	3	1.2	0	2.8	-18	3.0	-1.9	-9	33*
C=CCSc1nnc(NC(=O)C2=COCCO2)s1	2	-16	6.3	1	2.9	-23	1.0	-0.8	-10	.
CCOc1ccc(NC(=O)CNC(=O)c2nn(-c3ccc(OC)c(OC)c3)c(=O)c3ccccc23)cc1	-4	-7	0.9	6	-0.4	-49	-1.2	-2.6	-15	-2
CC(C)(C)OC(=O)NN1CC(=O)N2[C@@H](Cc3c([nH]c4ccccc34)C2(C)C)C1=O	-1	-1	-0.6	-1	0.0	-1	0.9	-2.7	-17	-2

Two records picked at random from the list so far:
SMILES	Tat transport	Rtt109 HAT inh	AddAB inh	DAGLB inh	Ecoli viability	PfHsp90 set2	phage Ecoli inh	CAL PDZ FP	PvdQ inh	Wnt bcat act
O=C(NNC(=O)c1sccc1-n1cccc1)Nc1ccccc1	-12	-1	1.0	1	0.8	26	6.5	-2.8	2	-3
CCN(CC)CCOc1nc(C)nc2c1oc1ccccc12	-7	-4	-0.1	-1	-0.1	.	0.6	-1.8	-12	.

Rows were taken by chance, and some 1.9% of all compounds hit somewhere here.
